Source: PubChem (NCI)
All columns: NCI-60 one-dose screen, growth in % after 48 h at 10 µM unless noted; 100 = growth as untreated, 0 = no growth, -100 = all killed.
OVCAR-3 – OVCAR-3 ovarian cancer | 79,000 tested, 7% active
NCI-H460 – NCI-H460 lung cancer; 82,000 tested, 6.8% active; AID 1794736
NCI/ADR-RES – NCI/ADR-RES ovarian cells; 81,000 tested, 4.4% active; AID 1794790
OVCAR-5 – OVCAR-5 ovarian cancer. 82,000 tested, 2.9% active. AID 1794783
NCI-H522 – NCI-H522 lung cancer | 78,000 tested, 8% active | AID 1794739
NCI-H226 – NCI-H226 lung cancer | 79,000 tested, 3.5% active
NCI-H23 – NCI-H23 lung cancer | 80,000 tested, 4% active | AID 1794731
OVCAR-8 – OVCAR-8 ovarian cancer; 81,000 tested, 4.4% active; AID 1794782
NCI-H322M – NCI-H322M lung cancer; AID 1794733; 80,000 tested, 2.7% active
* hit, by the source's call; . = not tested or not shown; & = joins results of further samples; [ ] = remark or other dose. Rule for the calls: active = growth percent below 10; inactive = the rest.

#1 COc1ccc(/C=C/C(=O)c2ccc(NC(=O)CSc3nnc(-c4ccc(Cl)cc4)o3)cc2)cc1OC
#2 CNCCCNc1nc2ccccc2c2c(=O)c3cc(F)ccc3sc12
#3 CCn1cc(C(=O)O)c(=O)c2cc(F)c(N3CCN(CC(=O)Nc4ccc(S(=O)(=O)Nc5nccc(C)n5)cc4)C(C)C3)c(F)c21 (centres undefined)
#4 C=C1C(=O)O[C@H]2[C@H]1CC/C(COC(=O)CCCCCCCCC(=O)OC/C1=C/CC[C@@]3(C)O[C@H]3[C@H]3OC(=O)C(=C)[C@@H]3CC1)=C\CC[C@@]1(C)O[C@@H]21
#5 CCNC(=O)N1CCc2c(Cl)c3c(c(OC)c2[C@@H]1[C@H]1OCc2c1ccc(OC)c2OC)OCO3
#6 C(=N\Nc1ncc(-c2cc3cc4c(cc3o2)OCO4)s1)/c1cccs1
#7 Nc1nc(-c2cc3ccccc3o2)cc(=O)c(=O)[nH]1
#8 CC1=CSC2=NC(c3ccc(Cl)c(Cl)c3)=CC(c3ccc(Cl)cc3)N12 (centres undefined)

assay / entry	1	2	3	4	5	6	7	8
OVCAR-3	112	-1.0*	113	2.1*	104	99	102	18
NCI-H460	105	-53*	104	27	100	97	98	54
NCI/ADR-RES	97	21	107	3.0*	99	90	109	93
OVCAR-5	102	66	99	29	94	109	105	92
NCI-H522	78	25	105	-51*	67	84	92	-21*
NCI-H226	95	82	97	1.2*	91	90	96	38
NCI-H23	91	70	103	-38*	95	78	105	32
OVCAR-8	109	28	105	10	95	92	107	29
NCI-H322M	93	56	104	84	98	99	95	-4.8*

#9 COc1ccc(-c2nc3c(c(-c4ccc(Cl)cc4)nn3-c3ccccc3)c(-c3ccc(OC)cc3)c2C#N)cc1
#10 NCCN1C(=O)C(=O)c2ccccc21
#11 O=S(=O)(Nc1ncccn1)c1ccc(NC2Nc3nc4ccccc4nc3S2)cc1 (centres undefined)
#12 C[C@]12C[C@@H](c3ccoc3)OC(=O)[C@@H]1CC[C@]1(C)[C@@H]2CC[C@@H]2O[C@@]21C
#13 CCN1C(=O)N(CC)C2C1NN=c1s/c(=C3\C(=O)N(C4CCCC4)c4ccccc43)c(=O)n12 (centres undefined)
#14 COc1ccc(C2CC(c3cc(Cl)c(C)cc3OC)=NN2c2ccc(S(N)(=O)=O)cc2)cc1OC (centres undefined)
#15 COc1cccc(-c2nc3cc(NC(=O)c4ccc(Cl)c(C#N)c4)ccc3o2)c1
#16 COc1cc2ccc(/C(C)=N/NC(N)=S)cc2cc1OC

assay / entry	9	10	11	12	13	14	15	16
OVCAR-3	105	89	109	106	-35*	103	-31*	110
NCI-H460	104	98	103	102	-1.5*	90	-21*	47
NCI/ADR-RES	104	98	100	101	-23*	77	3.7*	107
OVCAR-5	102	101	96	109	50	71	73	94
NCI-H522	88	94	95	72	-5.3*	74	.	.
NCI-H226	96	85	.	86	100	81	76	77
NCI-H23	98	89	97	102	20	76	-19*	102
OVCAR-8	101	102	99	98	23	74	-55*	102
NCI-H322M	98	103	98	102	53	104	-13*	97

#17 CC(C)OC(=O)Nc1ccc(F)cc1
#18 COCCOC(C)C(/C=N/NC(N)=S)=N/NC(N)=S (centres undefined)
#19 O=C(Cn1cc(CN2C(=O)c3ccc([N+](=O)[O-])cc3C2=O)nn1)Nc1ccc(Cl)cc1Cl
#20 O=C1/C(=C/c2ccc(Br)cc2)SC(=S)N1c1cccnc1
#21 O=C(O)CCCCCCSc1nc(-c2ccc(Cl)cc2)cc(-c2ccc(Cl)cc2)n1
#22 CCOc1ccc2nc(NC(=O)c3cccnc3Nc3ccc(F)cc3)sc2c1
#23 COc1ccc(/C=N/N=C2c3ccccc3-c3ccccc32)cc1OC
#24 O=C1NC(=S)NC(=O)C1=Cc1cc(-c2ccc([N+](=O)[O-])cc2)n(-c2ccccc2)n1

assay / entry	17	18	19	20	21	22	23	24
OVCAR-3	.	14	.	106	110	100	109	102
NCI-H460	108	86	105	103	104	99	111	99
NCI/ADR-RES	97	53	105	104	113	93	91	96
OVCAR-5	95	98	108	100	110	96	84	105
NCI-H522	96	95	102	89	104	71	88	86
NCI-H226	100	72	99	106	104	85	98	89
NCI-H23	93	50	98	102	103	86	84	93
OVCAR-8	102	57	101	105	103	97	102	76
NCI-H322M	101	90	104	106	.	115	.	97

Structural class, those above containing a cyano group (2)
#9 COc1ccc(-c2nc3c(c(-c4ccc(Cl)cc4)nn3-c3ccccc3)c(-c3ccc(OC)cc3)c2C#N)cc1
#15 COc1cccc(-c2nc3cc(NC(=O)c4ccc(Cl)c(C#N)c4)ccc3o2)c1

assay / entry	9	15
OVCAR-3	105	-31*
NCI-H460	104	-21*
NCI/ADR-RES	104	3.7*
OVCAR-5	102	73
NCI-H522	88	.
NCI-H226	96	76
NCI-H23	98	-19*
OVCAR-8	101	-55*
NCI-H322M	98	-13*

The list continues:
#25 N=C(N)c1ccc(-c2ccc(-c3cccs3)s2)s1
#26 Cc1ccc(-n2cc(C=O)c(-c3ccc(S(C)(=O)=O)cc3)n2)cc1
#27 O=C(c1ccc(CSc2ccc(Cl)cc2)o1)N1CCOCC1
#28 COc1ccc(-c2nc3cc(C(=O)NC4CCCCC4)ccc3n2C2CCCCC2)cc1
#29 CC1(C)OB(O)c2cc(-c3nc4ccc5[nH]ncc5c4c4c3CCCC4)ccc21
#30 COc1cc(-c2nc(NC(C)=O)sc2-c2ccnc(NCCCNS(=O)(=O)c3ccccc3)n2)ccc1Cl
#31 CCCC/C(=C\c1ccc(O)c(OC)c1)C(=O)NC(Cc1ccccc1)C(=O)C(=O)NCCc1ccc(OC)cc1 (centres undefined)
#32 Brc1cn2ccnc2c(-c2ccc3c(c2)ncn3C2CCCCC2)n1

assay / entry	25	26	27	28	29	30	31	32
OVCAR-3	-89*	86	107	89	95	81	94	102
NCI-H460	-82*	116	101	86	34	57	93	97
NCI/ADR-RES	-29*	77	82	91	62	99	89	95
OVCAR-5	0.5*	104	92	86	105	104	107	101
NCI-H522	-70*	84	98	74	78	58	76	85
NCI-H226	74	95	.	115	55	78	95	96
NCI-H23	52	93	97	93	63	91	83	91
OVCAR-8	-47*	101	90	107	46	70	77	96
NCI-H322M	-30*	102	96	86	57	95	89	89

#33 O=C(CNC(=O)Oc1ccccc1)Nc1ccc(C(=O)O)c(O)c1
#34 S=C=NCC1CC2(Cl)CC1(Cl)C(Cl)=C2Cl (centres undefined)
#35 CCN1CC2=C(Nc3nc(SC)[nH]c(=O)c3C2c2ccc3c(c2)OCO3)/C(=C/c2ccc3c(c2)OCO3)C1 (centres undefined)
#36 CC/C(Cc1ccccc1)=C(/c1ccc(O)cc1)c1ccc(OCCN2CCOCC2)cc1
#37 COc1ccc(Sc2[nH]c(C(C)=O)c3ccccc23)cc1
#38 CN1CCN(Cc2ccc(NC(=O)c3cncc(C#Cc4cncc5ncccc45)c3)cc2C(F)(F)F)CC1
#39 Cc1cc(C2(c3ccc(O)c(C)c3)C(=O)N(Cc3ccccc3)c3ccccc32)ccc1O
#40 CC(=O)O[C@H]1[C@H](CC#CC#CC[C@@H]2C[C@]3(C)[C@H]4CC=C5[C@H]6CC(C)(C)CC[C@]6(C(=O)NCCCCN)CC[C@@]5(C)[C@]4(C)CC[C@H]3C(C)(C)[C@H]2OC(C)=O)C[C@]2(C)[C@H]3CC=C4[C@H]5CC(C)(C)CC[C@]5(C(=O)NCCCCN)CC[C@@]4(C)[C@]3(C)CC[C@H]2C1(C)C

assay / entry	33	34	35	36	37	38	39	40
OVCAR-3	120	107	114	96	68	36	96	107
NCI-H460	103	104	110	102	20	-47*	95	100
NCI/ADR-RES	107	104	108	94	41	31	86	101
OVCAR-5	107	110	107	95	94	25	93	112
NCI-H522	89	85	90	82	-7.2*	20	81	99
NCI-H226	99	92	98	88	70	13	91	96
NCI-H23	99	102	109	96	83	15	83	104
OVCAR-8	105	88	99	.	88	28	98	107
NCI-H322M	110	105	101	86	77	18	86	102

#41 O=C1Nc2ccccc2/C1=C/c1c[nH]c2ccccc12
#42 Cc1ccc(NS(=O)(=O)c2ccc3c(c2)C(=O)CC(c2ccc(C(=O)C(C)C)cc2)N3)cc1C (centres undefined)
#43 CCCCn1c(=O)c(C2CNC(=O)c3ccccc3N2)cc2ccccc21 (centres undefined)
#44 COc1ccc(/C=C2\N=C(c3ccccc3)N(CCc3cccs3)C2=O)cc1
#45 COc1ccc(-c2ccc(SCC(=O)NCCc3ccc(S(N)(=O)=O)cc3)nn2)cc1
#46 COc1cc(/C=C/C(=O)CC(=O)/C=C/c2ccc(OC(=O)C3C4CC5CC(C4)CC3C5)c(OC)c2)ccc1OC(=O)C1C2CC3CC(C2)CC1C3 (centres undefined)
#47 O=[N+]([O-])c1[nH]cnc1/C=C\c1ccccc1
#48 CN[C@@H]1CCC[C@H](NCCCc2ccc(F)cc2)[C@H]1c1ccccc1Cl

assay / entry	41	42	43	44	45	46	47	48
OVCAR-3	94	74	100	116	121	118	107	91
NCI-H460	89	54	102	112	107	120	101	83
NCI/ADR-RES	90	56	100	97	100	107	99	86
OVCAR-5	105	80	96	104	102	87	100	91
NCI-H522	89	60	93	79	70	.	94	80
NCI-H226	83	58	111	.	77	123	95	90
NCI-H23	79	44	95	100	64	104	95	94
OVCAR-8	85	73	114	92	89	97	97	89
NCI-H322M	70	67	111	96	96	93	93	88

#49 CCN(Cc1ccccc1)c1ccc(/C=C2\COc3ccccc3C2=O)cc1
#50 O=C(COc1ccc(Cl)cc1Cl)NCCO
#51 CCC/C=C/C(C(=O)OCC)(C(=O)OCC)C(C)C
#52 N#C/C(C(=O)Nc1ccc(S(N)(=O)=O)cc1)=C1\C(=O)Nc2ccc(Br)cc21
#53 Cc1ccccc1NC(=O)CSC(N)=O
#54 COC(=O)C1=CC(c2cc3ccccc3o2)=C(C#N)C(=O)NN1
#55 Clc1cn2cc(-c3ccc(Cl)c(Cl)c3Cl)nc2s1
#56 ON=C1CCCCC1

assay / entry	49	50	51	52	53	54	55	56
OVCAR-3	108	100	117	99	113	104	101	103
NCI-H460	100	109	127	100	111	112	109	110
NCI/ADR-RES	101	100	99	105	97	101	110	104
OVCAR-5	101	95	113	105	97	100	88	87
NCI-H522	89	76	100	98	80	94	91	107
NCI-H226	95	105	91	.	112	92	90	98
NCI-H23	97	99	103	96	94	95	93	108
OVCAR-8	95	96	103	95	96	91	99	102
NCI-H322M	76[100 µM]	.	98	101	115	97	92	98

#57 CSc1nn(-c2ccccc2)c2ncnc(Nc3ccccc3Cl)c12
#58 CCOC(=O)c1c2ncccc2n2c(=O)n(C3CCCCC3)nnc12
#59 S=c1nccc(-c2ccc(-c3ccccc3)cc2)[nH]1
#60 O=C1Nc2ccc(F)cc2C1=Nc1ccc(O)cc1
#61 NC(=O)c1nc2c([nH]c1=O)CCCC2
#62 O=C(O)c1cn(C2CC2)c2cc(N3CCN(C(=O)CCCN4C(=O)S/C(=C/c5cccc([N+](=O)[O-])c5)C4=O)CC3)c(F)cc2c1=O
#63 CS(=O)(=O)c1ccc(Cl)cc1
#64 COC(=O)CCC(C(=O)CN1C(=O)c2ccccc2C1=O)N1C(=O)c2ccccc2C1=O (centres undefined)
#65 C=C1CCC2C3(C)COC(c4c(F)cccc4F)OC3CCC2(C)C1CC(O)C1=CCOC1=O (centres undefined)

assay / entry	57	58	59	60	61	62	63	64	65
OVCAR-3	105	102	90	.	108	103	119	113&118	38
NCI-H460	100	104	106	111	115	101	109	110&105	89
NCI/ADR-RES	100	102	97	102	105	97	111	117&99	12
OVCAR-5	100	102	95	114	117	98	106	94&110	83
NCI-H522	85	100	82	100	92	79	95	95&88	-34*
NCI-H226	90	106	79	100	.	.	107	97&105	79
NCI-H23	95	100	100	97	104	92	104	113&103	83
OVCAR-8	89	99	97	99	106	97	109	104&100	7.1*
NCI-H322M	87	119	83	104	120	93	96	95&101	108

In the list so far, nine have fluorine:
#2 CNCCCNc1nc2ccccc2c2c(=O)c3cc(F)ccc3sc12
#3 CCn1cc(C(=O)O)c(=O)c2cc(F)c(N3CCN(CC(=O)Nc4ccc(S(=O)(=O)Nc5nccc(C)n5)cc4)C(C)C3)c(F)c21 (centres undefined)
#17 CC(C)OC(=O)Nc1ccc(F)cc1
#22 CCOc1ccc2nc(NC(=O)c3cccnc3Nc3ccc(F)cc3)sc2c1
#38 CN1CCN(Cc2ccc(NC(=O)c3cncc(C#Cc4cncc5ncccc45)c3)cc2C(F)(F)F)CC1
#48 CN[C@@H]1CCC[C@H](NCCCc2ccc(F)cc2)[C@H]1c1ccccc1Cl
#60 O=C1Nc2ccc(F)cc2C1=Nc1ccc(O)cc1
#62 O=C(O)c1cn(C2CC2)c2cc(N3CCN(C(=O)CCCN4C(=O)S/C(=C/c5cccc([N+](=O)[O-])c5)C4=O)CC3)c(F)cc2c1=O
#65 C=C1CCC2C3(C)COC(c4c(F)cccc4F)OC3CCC2(C)C1CC(O)C1=CCOC1=O (centres undefined)

assay / entry	2	3	17	22	38	48	60	62	65
OVCAR-3	-1.0*	113	.	100	36	91	.	103	38
NCI-H460	-53*	104	108	99	-47*	83	111	101	89
NCI/ADR-RES	21	107	97	93	31	86	102	97	12
OVCAR-5	66	99	95	96	25	91	114	98	83
NCI-H522	25	105	96	71	20	80	100	79	-34*
NCI-H226	82	97	100	85	13	90	100	.	79
NCI-H23	70	103	93	86	15	94	97	92	83
OVCAR-8	28	105	102	97	28	89	99	97	7.1*
NCI-H322M	56	104	101	115	18	88	104	93	108
